Screening data as filed in PubChem BioAssay.
p53ts 39C kill: kills p53ts cells at the nonpermissive temperature. H1299-p53A138V viability at 39C, ATP luminescence, 24 h. 1.5% of 130,000 active. AID 902. Potency, µM (highest dose often 46.1 µM), for the others: at the top dose activity change, negative = cell killing, most hits filed as cytotoxic; further: nearly all actives have a fitted effect of over 55% in size
IkB sig inh: inhibitors of IkB signaling in ABC-DLBCL cells. ABC-DLBCL IkBa-CBG/CBR dual luciferase ratio, 4 h; response scale: scaled: untreated 0%, proteasome inhibitor 100%. Potency, µM (highest dose often 57.1 µM), for the others: at the highest dose IkBa stabilization activation. 0.04% of 110,000 active. AID 445; active means well fitted curve in the direction sought with a large enough effect in the signal ratio, not every such curve was filed as active; inconclusive means small, poorly fitted or top-dose-only effect, or a change in a side signal; the % refers to the signal ratio;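 further: the direction sought is a rising ratio; 0% = basal untreated cells and 100% = reference inhibitor full response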
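In this assay, an IκBα–CBG68 fusion accumulates when IKK-driven degradation is blocked; native CBR normalizes for cell number. OCI-Ly3 cells were treated 4 h with compound and doxycycline, then green and red light read after Chroma-Glo addition.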
p53ts 32C kill: cytotoxicity in p53ts cells at permissive temperature; H1299-p53A138V at 32C, ATP luminescence viability, 24 h; AID 924; Potency, µM (highest dose often 46.1 µM), without a hit: at the highest dose activity change, negative = cytotoxicity, most hits filed as cytotoxic; 0.93% of 130,000 active;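 further: 0% = DMSO and -100% = full killing by reference compound; nearly all actives have a fitted effect of over 55% in size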
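Cells: H1299 p53ts (A138V), 600/well, pre-incubated 16–30 h at 37C. Cpd up to 46 uM, 24 h, 32C. Readout: ATPlite luminescence, 20 min RT. Normalization: DMSO vs tamoxifen 100 uM. AC50 by Hill equation.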
Peg3 imprint: inducers of genomic imprint erasure in mouse ES cells; Potency, µM (series often up to 60.7 µM), for the others: at the top dose activity change, positive = activation, hits mostly activators; 0.02% of 110,000 active; AID 1948; mouse ES Peg3-LacZ reporter, beta-gal luminescence, 40 h;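 further: 0% = negative control wells on the plate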
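Readout: BetaGlo luminescence (5 min, room temp) for LacZ from the normally silent maternal Peg3 allele in female Peg3LacZ-Neo ES cells. Cells 300/well, 40 h, 37C, 5% CO2. Data normalized per plate to negative controls.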
Starred values were filed as active, the others as inactive; ? = inconclusive; · = not tested or not shown; & = joins results of further samples; [ ] = dose if it differs, or a comment. Unless noted, the call rests on the fitted dose curve; in most records, active means well fitted curve in the direction sought with a large enough effect; inconclusive means small, poorly fitted or top-dose-only effect, or another doubt; inactive means no such curve, though single readings can be large; an effect the other way counts as inactive or inconclusive. Unless noted, on the % scale 0 is the no-effect control and ±100 the full control effect; potency means the concentration at half of the fitted maximal effect.

SMILES	p53ts 39C kill	IkB sig inh	p53ts 32C kill	Peg3 imprint
CC1CCN(C(=O)CSc2nnc(-c3ccc(S(=O)(=O)N4CCOCC4)cc3)n2C)CC1	1%	-1.6%	1%	-8%
CNc1ccccc1C(=O)N1CCc2c([nH]c3ccccc23)C1=O	-6%	·	-19%	13%
Cc1cccc(CCNC(=O)CCc2c(C)nc3ncnn3c2C)c1	0%	?	2%	25%[10.9 µM]
COc1ccc(S(=O)(=O)NCc2nc(-c3ccccc3)no2)cc1	21%	?	4%	-7%[10.9 µM]
CC(C)CN1CCC2(CC1)CCN(C(=O)c1cnccn1)CC2	3%	-0.2%[11.4 µM]	-1%	·
CCOC(=O)N1CCC(NC(=O)C2CCN(S(=O)(=O)c3cccc4cccnc34)CC2)CC1	0%	0.3%	3%	-14%
CCCCS(=O)CC(CS(=O)CCCC)OC(=O)c1ccc(C)cc1 (stereo unspecified)	4%	0.2%	-6%	-7%
CCCOc1ccc(C2C(=O)N(C3CCCCC3)CC(=O)N2CCC)cc1OC (stereo unspecified)	-7%	2.1%	-7%	-7%
CCCNC(=O)CCNC(=O)c1ccc(C(C)(C)C)cc1	8%	-1.0%	-4%	-9%
O=c1c2ccccc2nc(-c2ccc(Cl)cc2)n1CCCOc1ccccc1F	8%	0.8%	5%	-18%[10.9 µM]
c1ccc(CSc2ncn(-c3ccccc3)n2)cc1	-7%	?	-9%	-19%
COc1cc(-c2noc(CCC(=O)Nc3cc(C)ccc3C)n2)cc(OC)c1OC	4%	?	-2%	24%[10.9 µM]
O=C(Nc1nc2n(n1)C(c1ccc(F)cc1)C=C(c1ccccc1)N2)c1ccc(Cl)cc1 (stereo unspecified)	4%	1.1%	1%	-5%[10.9 µM]
Fc1ccc(C(c2nnc(-c3ccccc3)o2)N2CCN(c3ccccc3)CC2)c(Cl)c1 (stereo unspecified)	1%	?	-2%	-13%[10.9 µM]
COc1ccc(O[C@H]2C=C[C@@H](c3ccccc3)O[C@@H]2CO/N=C(\C)CCN2CCCCc3nc(C)c(C)cc32)cc1	-1%[9.22 µM]	·	0%[9.22 µM]	·
Cc1ccc(NC(=O)C2CCCN(S(=O)(=O)c3ccc4c(c3)CCCC(=O)N4)C2)cc1Cl (stereo unspecified)	14%	?	35%[activator]	4%[10.9 µM]
COc1ccccc1OCc1nc(C#N)c(NCc2ccco2)o1	10%	3.0%	6%	-12%
O=C(c1cc(C(F)(F)F)cc(C(F)(F)F)c1)N1CCC2(CCCN(Cc3ccccc3)C2)CC1	-6%	4.5%[11.4 µM]	5%	·
COC(=O)c1cccnc1SCc1ccccc1	-7%	·	3%	·
Cc1cc(C)n(-c2ccc(C(=O)OCC(=O)N(CC(C)C)C3CCS(=O)(=O)C3)cc2)n1 (stereo unspecified)	-2%	3.9%	-3%	-9%
Cc1cccc(-c2nc(C(N)=O)c3c(n2)n(-c2ccc4c(c2)OCO4)c(=O)n3C)c1	12%	?	3%	8%[10.9 µM]
CCOc1cc(N2CCOCC2)c(OCC)cc1NC(=O)Cn1[nH]c(=O)c2ccccc2c1=O	17%	1.1%	5%	-3%
O=C(Cc1cccs1)N(Cc1ccco1)C1(C(=O)NC2CCCC2)CCCCC1	-12%	-0.2%	-1%	-32%[inhibitor]
COc1ccc(OCC(=O)Nc2ccccc2C(=O)OCc2cc(=O)n3nc(C)sc3n2)cc1	-20%	?	-8%	-14%[10.9 µM]
COc1ccc(C(C)(C)C)cc1NC(=O)C1C2C=CC(C2)C1C(=O)O (stereo unspecified)	-8%	-0.4%	2%	9%
NC(=O)C1CCN(C(=O)c2ccccc2NC(=O)c2nsc3ccccc23)CC1	-10%	1.4%	-2%	-7%[10.9 µM]
O=S(=O)(NCC1CCCO1)c1ccc2oc3ccc(S(=O)(=O)NCC4CCCO4)cc3c2c1 (stereo unspecified)	8%	2.3%	7%	-16%
O=C(NC1CC(=O)N(c2cccc(F)c2)C1)C1CCCC1 (stereo unspecified)	-17%	-0.4%	-4%	-9%[10.9 µM]
CC(=O)Nc1ccc(N2S(=O)(=O)c3ccccc3S2(=O)=O)cc1	-1%	0.2%	-4%	-6%
COc1ccc(-n2c(Cc3cccn3C)nnc2SCC(=O)NCc2ccco2)cc1	5%	-0.5%	14%	-5%
Cc1nnc(NC(=O)CCC(=O)N2CCN(CCc3ccccc3)CC2)s1	-10%	?	-7%	-15%
CCN(CC)c1cc(C)c2cc(NC(=O)c3cccc(OC)c3OC)ccc2n1	-16%	-2.0%	6%	-5%[10.9 µM]
O=C(Cc1c(F)cccc1Cl)Nc1ccncc1	7%	0.3%	10%	-11%
COc1ccc(S(=O)(=O)n2ccnc2)cc1C(C)(C)C	21%	-0.9%	-6%	22%[10.9 µM]
Cc1ccc2c(c1)c1c3n2CCN(C(=O)CN2CCN(C)CC2)C3CCC1 (stereo unspecified)	-23%	0.0%	-8%	-21%
COC(=O)[C@@]1(Cc2ccc(OC)cc2)[C@H]2c3cc(C(=O)N4CCCC4)n(Cc4ccc(C)o4)c3C[C@H]2CN1C(=O)c1ccccc1	31%[activator]	·	25%	-16%
O=C(CNC(=O)C1CCCCC1)NCCCO	11%	1.2%	1%	-1%
COc1ccc(-c2nsc3c(N4CCN(S(=O)(=O)c5ccccc5)CC4)ncnc23)cc1	-3%	0.9%	3%	·
CC(=O)N1c2ccc(S(=O)(=O)NCC3CCC(C(=O)Nc4ccc(C)c(C)c4)CC3)cc2CC1C (stereo unspecified)	-12%	?	-1%	-15%[10.9 µM]
O=C(CSc1nc2c(oc3ccccc32)c(=O)n1-c1ccccc1F)Nc1ccccc1	-30%	?	25%	-11%[10.9 µM]

Only IkB sig inh and p53ts 39C kill, for some of the entries so far:
SMILES	IkB sig inh	p53ts 39C kill
NC(=O)C1CCN(C(=O)c2ccccc2NC(=O)c2nsc3ccccc23)CC1	1.4%	-10%
COc1ccc(C(C)(C)C)cc1NC(=O)C1C2C=CC(C2)C1C(=O)O (stereo unspecified)	-0.4%	-8%
CC(=O)N1c2ccc(S(=O)(=O)NCC3CCC(C(=O)Nc4ccc(C)c(C)c4)CC3)cc2CC1C (stereo unspecified)	?	-12%

Following part:
SMILES	p53ts 39C kill	IkB sig inh	p53ts 32C kill	Peg3 imprint
CC(C)(C)C1CCc2onc(C(=O)NC3CCCC3)c2C1 (stereo unspecified)	-5%	-0.1%	-7%	-22%
O=C(NCCN1CCOCC1)c1cc2c(=O)n3ccccc3nc2n1Cc1ccccc1	19%	-0.6%	0%	-12%
COc1cc(Cl)c(C)cc1NC(=O)C1CCN(c2nc3ccccc3n3cccc23)CC1	?	-3.0%	?	10%[10.9 µM]
O=C(CCN1C(=O)c2ccccc2C1=O)NCCN1CCOCC1	-13%	1.5%	8%	-1%
CCOc1ccc(N2C(=O)CC(Sc3nc(C)cc(C)c3C#N)C2=O)cc1 (stereo unspecified)	10%	0.7%	4%	-8%
CC(=O)[C@H]1CC[C@@H]2[C@H]3CC=C4C[C@@H](O)CC[C@]4(C)[C@H]3CC[C@]12C	1%[20.6 µM]	-1.3%[25.6 µM]	-5%[20.6 µM]	-5%[16.8 µM]
COc1cc2c(cc1OC)CN(C(=O)CSc1nc(C)cc(C)c1C#N)CC2	9%	·	-6%	·
O=C(c1ccccc1)N1CCCc2ccccc21	-3%	·	-12%	·
CCC(C)[C@H](NC(=O)NCc1cccc(OC)c1)C(=O)OC (stereo partly specified)	5%	1.3%	5%	19%
Cc1ccc(C(=O)CSC2=C(C#N)C(c3ccco3)CC(=O)N2)c(C)c1 (stereo unspecified)	-2%	9.1%	-4%	-13%
Cc1nc(S(=O)(=O)N2CCN(c3ccccc3F)CC2)cn1C	-12%	-2.9%	-4%	-13%[10.9 µM]
COc1ccccc1/C=c1\sc2nc(-c3ccco3)nn2c1=O	-1%	2.9%	-17%	9%
COc1ccc(N2CCN(C(=O)c3cc(S(=O)(=O)N4CCC(C)CC4)cn3C)CC2)cc1	-23%	0.2%	-10%	-5%[10.9 µM]
O=C(c1ccc(N2CCOCC2)cc1)c1cccs1	7.9µM*	?	13µM*	-69%[inhibitor]
Cc1ccc(CSc2ccc(-c3cccs3)nn2)cc1	-28%&5%	-2.7%	-16%	-22%[10.9 µM]
O=C(O)c1ccc2nc(-c3cc4cccc(O)c4oc3=O)[nH]c2c1	?	?	10µM*	-96%[inhibitor][10.9 µM]
CCCc1c(O)nc(SCCN(CC)CC)n(C(=O)c2ccccc2)c1=O	-2%	1.5%	7%	1%
CC1=CC2C(CC1=O)C(C)=CCC2C(C)C (stereo unspecified)	1%	·	-4%	-2%
COc1cc2c(cc1OC)C(C)N(C(=O)C1COc3ccccc3O1)CC2 (stereo unspecified)	5%	?	15%	-13%
CC(C)(C)n1nc2c(c1NC(=O)c1cccc(C(F)(F)F)c1)CS(=O)C2 (stereo unspecified)	-3%	0.2%	4%	-3%

Compound profiles, as listed above:
Cc1ccc(CSc2ccc(-c3cccs3)nn2)cc1 across the screens: p53ts 39C kill = -28%&5%; IkB sig inh = -2.7%; p53ts 32C kill = -16%; Peg3 imprint = -22%[10.9 µM]
COc1ccccc1/C=c1\sc2nc(-c3ccco3)nn2c1=O across the screens: p53ts 39C kill = -1%; IkB sig inh = 2.9%; p53ts 32C kill = -17%; Peg3 imprint = 9%
COc1cc(Cl)c(C)cc1NC(=O)C1CCN(c2nc3ccccc3n3cccc23)CC1 across the screens: p53ts 39C kill = ?; IkB sig inh = -3.0%; p53ts 32C kill = ?; Peg3 imprint = 10%[10.9 µM]

Next structures.
SMILES	p53ts 39C kill	IkB sig inh	p53ts 32C kill	Peg3 imprint
O=C(c1ccco1)N1CCN(c2nc3c(Cl)cccc3s2)CC1	-3%	-2.4%	-7%	2%[10.9 µM]
CCN(C(=O)c1ccc2c(=O)n3c(nc2c1)CCCCC3)c1cc(C)ccc1C	5%	0.8%	-4%	10%[10.9 µM]
COc1ccc2c(c1)c(=O)c(S(=O)(=O)c1ccc(Cl)cc1)cn2C	-10%	-0.9%	11%	8%[10.9 µM]
CCC(C(=O)Nc1cnccn1)c1ccccc1 (stereo unspecified)	16%	4.2%	12%	-7%

Exported as labelled records: part of the list above
CCOC(=O)N1CCC(NC(=O)C2CCN(S(=O)(=O)c3cccc4cccnc34)CC2)CC1
  p53ts 39C kill: 0% | IkB sig inh: 0.3% | p53ts 32C kill: 3% | Peg3 imprint: -14%

CCCCS(=O)CC(CS(=O)CCCC)OC(=O)c1ccc(C)cc1 (stereo unspecified)
  p53ts 39C kill: 4% | IkB sig inh: 0.2% | p53ts 32C kill: -6% | Peg3 imprint: -7%

CCCOc1ccc(C2C(=O)N(C3CCCCC3)CC(=O)N2CCC)cc1OC (stereo unspecified)
  p53ts 39C kill: -7% | IkB sig inh: 2.1% | p53ts 32C kill: -7% | Peg3 imprint: -7%
